From PubChem BioAssay
P. falciparum M17LAP: P. falciparum M17LAP inhibitors, primary screen, biochemical, fluorogenic H-Leu-NHMec substrate, 1536-well (AID 1619); recombinant M17LAP, H-Leu-NHMec fluorogenic kinetic assay; higher % means a stronger effect; one-dose inhibition, % at 30 µM; IC50 in µM for titrated hits; 220,000 compounds, 0.38% hits;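 active means compound inhibiting the enzyme by more than half at any dose during confirmatory dose-response retesting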;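 further: plate controls were full reaction with DMSO carrier for no effect and no enzyme background for full effect; strong numbers were not always called active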
PMI inhibitors: MPI enzyme activity inhibition – biochemical, fluorescence intensity, coupled assay, primary screen (AID 1209); purified PMI enzyme, coupled fluorescence intensity; higher % means a stronger effect; inhibition, % at 20 µM; hits with a dose series show IC50 in µM; 190,000 compounds, 0.42% hits;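 further: plate controls were DMSO vehicle for no effect and wells lacking substrate for full effect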
P. falciparum M1AAP: P. falciparum M1AAP inhibitors, biochemical, fluorogenic H-Leu-NHMec substrate, 1536-well (AID 1445); recombinant M1AAP, H-Leu-NHMec fluorogenic kinetic assay; higher % means a stronger effect; inhibition, % at 30 µM, or IC50 in µM where a hit was titrated; 220,000 compounds, 0.42% hits;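 active means primary inhibition above the hit cutoff, then over 50% inhibition at one or more dose response concentrations, cut at about 23% in these data, passing the limit was not always enough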;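 further: plate controls were DMSO full reaction for no effect and no enzyme background for full effect; strong numbers were not always called active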
TNAP activation fold: stimulation of alkaline phosphatase TNAP activity – biochemical, luminescent, no phosphate acceptor, uHTS, primary screen (AID 1001); purified TNAP, luminescent activation assay, no phosphate acceptor; higher activation fold means a stronger effect; one-dose activation fold at 20 µM; EC50 in µM for titrated hits; 200,000 compounds, 0.03% hits; in the data active means activation fold from about 3, or a potency from the dose series; inactive means the rest, 99 in 100 with activation fold below about 1.6; further: many of its hits are not listed in these tables
K1F lysis inhibition: protection from phage-mediated lysis, alamar blue read-out – E. coli UTI89, K1F phage, bacterial capsule biogenesis inhibitors (AID 488966). E. coli UTI89 K1F phage lysis, alamar blue, 2 h; higher % means a stronger effect. one-dose inhibition, % at 100 µM; IC50 in µM for titrated hits. 340,000 compounds, 0.02% hits;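 active means phage lysis inhibition, versus mean bacterial control, above a set limit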;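 further: capsule biogenesis inhibitors block K1F phage lysis so surviving cells raise fluorescence; higher fluorescence means more inhibition of phage lysis; actives were called in the ten point dose series up to 300 µM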
T cell HTS: T cell immune modulators affecting CD8 T cell-vesicle binding; 2C CD8+ T cell-vesicle binding, flow cytometry; stronger effect = lower value; calls only at 7 µM; 330,000 compounds, 0.068% hits;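 active means response, share of CD8 T cells binding vesicles, and their 90th percentile fluorescence all below set limits, cut at about 80% in these data, passing the limit was not always enough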
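Material: 2C TCR transgenic mouse naive CD8+ T cells, MACS-purified. Also added: QL9-charged Drosophila Ld/ICAM-1/B7-1 vesicles. Timing: binding 1.5 h at 37 °C. Measured by: high-throughput flow cytometry with anti-B7-1 and anti-CD8 staining. Read-out: percent CD8+ FL2 mean versus row control. Controls: Unloaded micro-vesicles (low), QL9 vesicles with 0.7% DMSO (high).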
PMI inhibition: MPI inhibition at elevated mannose 6-phosphate – biochemical, fluorescence intensity, high mannose 6-phosphate, primary screen (AID 1220). recombinant PMI enzyme, coupled fluorescence intensity; higher % means a stronger effect. inhibition, % at 20 µM, or IC50 in µM where a hit was titrated. 190,000 compounds, 0.66% hits
West Nile antiviral: West Nile virus antiviral activity, cell-based, CPE readout (AID 1621) | 290,000 compounds, 0.02% hits | CPE inhibition, % at 10 µM; hits with a dose series show IC50 in µM | West Nile virus-infected cells, CPE inhibition; higher % means a stronger effect; in the data active means a potency from the dose series; further: strong numbers were not always called active
RSV antiviral HEp-2: RSV antiviral activity via CPE protection, HEp-2 cells, primary 10 µM value included (AID 2391). HEp-2 cells, RSV-induced CPE inhibition; higher % means a stronger effect. one-dose CPE inhibition, % at 10 µM; IC50 in µM for titrated hits. 310,000 compounds, 0.13% hits; in the data active means a potency from the dose series; further: strong numbers were not always called active
T cell HTS vesicle-bound %: second read-out of T cell HTS, no call of its own (marks repeat the call); double positive events, %; measured here: CD8+ vesicle-bound cell fraction;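 binding gate set so that unloaded-vesicle control wells show 10% double positive cells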
Active calls of the source: *; i = inactive; . = not tested or not shown; & = joins results of further samples; [ ] = dose if it differs, or a comment. Unless noted, no stated cut-off is given here; in the data, active means inhibition above about 50%; inactive means the rest.

Each structure is followed by: P. falciparum M17LAP	PMI inhibitors	P. falciparum M1AAP	TNAP activation fold	K1F lysis inhibition	T cell HTS	T cell HTS vesicle-bound %	PMI inhibition	West Nile antiviral	RSV antiviral HEp-2
O=C(CSc1nc(-c2ccccc2)cc(C(F)(F)F)n1)c1cccc([N+](=O)[O-])c1
→ 21.3%	5.7%	2.3%	0.9	1.0%	i	46.1	-1.8%	0.1%	6.7%
COc1cc(/C=N\Nc2nc3ccccc3[nH]2)cc(OC)c1OC
→ 2.8%	-25.8%	-6.5%	1.1	-0.2%	i	20.2	-53.3%	-0.2%	4.9%
O=C(COc1ccc(C2SCCS2)cc1)NNC(=O)C(Cl)Cl
→ 12.0%	.	5.0%	.	1.4%	i	26.0	.	0.1%	1.3%
COCCN(C(=O)CSc1ncc(C(F)(F)F)cc1Cl)c1c(N)n(Cc2ccccc2)c(=O)[nH]c1=O
→ -1.8%	7.2%	3.4%	1.1	0.1%	i	44.4	10.1%	-0.4%	0.8%
O=C(O)CCCNS(=O)(=O)c1ccc2ccccc2c1
→ 7.5%	-2.5%	4.2%	0.9	0.7%	i	45.4	0.2%	1.1%	-0.1%
Cc1cc(C)cc(N2C(=O)CSC2c2cccs2)c1 (stereo not drawn)
→ 6.0%	-8.2%	-1.1%	1.1	1.1%	i	43.4	-6.4%	0.2%	3.3%
Cc1ccc(-c2cc(C(=O)Nc3cnn(C45CC6CC(CC(C6)C4)C5)c3)no2)cc1
→ -13.6%	14.9%	10.0%	1.1	1.2%	.	.	15.1%	-0.6%	-0.5%
C/C(=N\NC(=O)c1cc(C(C)C)[nH]n1)c1ccncc1
→ .	.	.	.	0.3%	i	27.0	.	0.1%	-0.7%
Cc1occc1C(=O)Nc1nnc(-c2ccncc2)s1
→ -7.8%	9.9%	4.4%	1.1	-2.6%	i	30.1	6.8%	0.1%	-0.2%
Cc1ccc(C(=O)NC(=S)Nc2ccc(N3CCOCC3)cc2)cc1C
→ 2.5%	21.6%	15.5%	1.1	0.7%	i	21.3	10.8%	-0.2%	-1.3%
Cc1nn2c3c(cnc2c1-c1ccc(Cl)cc1)C(=O)CC(c1ccco1)C3 (stereo not drawn)
→ .	16.1%	.	1.1	0.3%	i	35.3	8.7%	-0.8%	7.1%
O=C(NC(=S)Nc1ccc2oc(-c3ccncc3)nc2c1)c1ccccc1F
→ 3.1%	-20.3%	5.4%	1	2.1%	i	39.2	15.4%	-0.1%	0.9%
COc1ccccc1-n1cnnc1SCC(=O)Nc1cccnc1Cl
→ -4.5%	-0.7%	-0.8%	1.1	0.3%	i	64.1	8.2%	-0.1%	-1.2%
Cc1cc(C)c(NC(=O)COc2nc3ccccc3nc2C)c(C)c1
→ 6.7%	9.3%	9.9%	1	1.1%[50 µM]	i	47.3	-0.5%	0.5%	2.2%
S=c1[nH]nc(Cc2ccccc2)n1-c1ccc(Cl)cc1
→ -0.5%	16.4%	3.1%	1.2	0.5%	i	39.7	9.8%	-0.5%	-0.6%
C1CC(CN2CCOCC2)CN(c2nc3nonc3nc2N2CCSCC2)C1 (stereo not drawn)
→ 11.6%	-6.0%	-3.8%	1	0.3%	i	43.7	-7.2%	-0.1%	2.8%
O=C1/C(=C/c2cccnc2)SC(=S)N1NS(=O)(=O)c1ccccc1
→ .	.	.	.	0.1%	i	44.0	.	-0.3%	0.5%
C/C(=N\NC(=O)CC1(C)OCCO1)c1cccs1
→ 16.6%	6.2%	-2.2%	1.1	1.5%[50 µM]	i	45.2	3.8%	-0.3%	-1.0%
CCOc1cc(Cl)c(S(=O)(=O)NCCCN2CCOCC2)cc1Cl
→ .	.	.	.	0.2%	i	9.1	.	-0.4%	-0.2%
CCN(CC(=O)NCc1ccco1)S(=O)(=O)c1ccc(F)cc1
→ .	.	.	.	0.1%	i	33.9	.	-0.9%	1.1%
CCOC(=O)Cn1c(=O)c2c(nc(Br)n2Cc2ccc(Cl)cc2)n(C)c1=O
→ .	23.4%	.	1.1	1.9%[50 µM]	i	51.1	15.4%	-0.4%	3.0%
Cc1nn(Cc2ccc(Cl)c(Cl)c2)c(C)c1NC(=O)c1noc2c1CCCCC2
→ -0.1%	14.2%	5.3%	1	i	i	49.6	14.4%	-0.9%	0.0%
O=C(Cn1cnc([N+](=O)[O-])c1)NCc1ccc(F)cc1
→ -2.1%	18.4%	2.6%	1.1	0.1%	i	45.2	13.5%	.	1.3%
S=C(Nc1ccccc1Cl)N(CCN1CCCCC1)Cc1ccco1
→ 9.0%	-11.3%	1.8%	1.1	0.2%	i	26.7	-13.0%	-2.0%	0.5%
COc1ccc(OCCSc2nnc(C)n2-c2ccccc2)cc1
→ -6.3%	13.4%	2.6%	1.1	0.0%	i	44.3	9.8%	-0.4%	2.3%
CN1CCN(c2ccc(NC(=O)CSc3nnnn3-c3ccccc3Cl)cc2)CC1
→ .	.	.	.	0.1%	i	28.4	.	0.0%	-3.0%
CC(C)N(CCNS(=O)(=O)c1ccc(Cl)cc1)C(C)C
→ 6.0%	-9.8%	3.6%	1.2	-0.1%	i	27.3	-8.6%	-0.2%	-0.4%
O=c1cc(O)nc(SCc2ccccc2)n1-c1ccccc1
→ 13.6%&11.7%	4.7%&9.6%	5.3%&9.8%	1.1&1	2.9%&-0.1%	i	56.9&53.7	2.5%&6.2%	0.0%&0.6%	-0.3%&0.7%
CC1(N2CCCCC2)C(=O)c2ccccc2C1=O
→ 2.3%	-15.3%	-1.6%	1	-0.2%	i	53.8	-12.0%	0.1%	1.7%
O=C(N/N=C/c1cccc2nccnc12)c1ccncc1
→ 11.4%	.	1.3%	.	.	i	42.3	.	0.2%	1.8%
COc1ccc(Cl)cc1NC(=S)N1CCN(c2ccccn2)CC1
→ 4.7%	5.8%	16.9%	1.1	-0.1%	i	57.3	9.7%	0.2%	-0.8%
CN1C(=O)/C(=C\c2ccco2)N=C1c1ccc(Cl)cc1Cl
→ 3.0%	.	8.0%	.	0.6%	i	21.8	.	0.3%	-1.8%
COc1ccc(NC(=O)NCCCN2CCC(Cc3ccccc3)CC2)cc1
→ 3.9%	.	2.1%	.	0.2%	i	20.7	.	-0.3%	-1.7%
CC12CN3CC(C)(CN(C1)C3c1ccc(Br)cc1)C2=O (stereo not drawn)
→ 3.1%	-16.9%	-0.5%	1	2.4%	i	38.8	-6.3%	0.3%	0.6%
O=C(CSc1ccccc1)N1CCCC(N2CCN(c3ccc(F)cc3)CC2)C1 (stereo not drawn)
→ .	.	.	.	1.7%	i	38.2	.	-0.7%	14.5%
COc1ccccc1CC(=O)NNC(=O)c1ccc(C(C)(C)C)cc1
→ .	.	.	.	1.1%[50 µM]	i	48.0	.	-0.4%	1.3%
CN(CCCOc1ccccc1F)Cc1ccccc1
→ .	.	.	.	0.1%	i	46.1	.	-0.6%	-0.6%
CCC1CCCCN1CCCNC(=O)c1cn(C)c2ccc(S(=O)(=O)N(C)C3CCCCC3)cc2c1=O (stereo not drawn)
→ .	.	.	.	-0.2%	i	52.2	.	0.0%	-0.8%
Cn1cccc1C(=O)NC(=O)COC(=O)CNC(=O)CNC(=O)c1ccc(Cl)cc1Cl
→ 1.2%	-6.5%	1.8%	1.1	-0.7%	i	32.9	26.7%	-0.3%	-0.7%
COc1cc(/C=C2\SC(=O)N(c3ccc(O)cc3)C2=O)cc(OC)c1OC
→ -8.3%	.	13.3%	.	0.1%	i	24.6	.	-0.6%	-0.2%
O=C(NC1CCCCC1)c1ccccc1C(F)(F)F
→ -6.1%	-3.8%	-0.2%	1	-0.1%	i	34.3	-2.5%	-0.5%	-0.8%
Cc1cccc(NCc2nnc(-c3ccccc3)o2)c1C
→ 9.0%	-3.4%	0.5%	1.2	0.4%	i	18.2	-8.4%	-0.5%	6.2%
CCOC(=O)c1sc(NC(=O)c2ccc3ncsc3c2)nc1C
→ 1.4%	-6.7%	6.3%	1.1	i	i	46.3	-9.0%	0.0%	3.9%
COCCNC(=O)C(c1ccc(Cl)cc1)N(CCOC)C(=O)CCC(=O)Nc1ccccn1 (stereo not drawn)
→ .	.	.	.	-0.1%	i	11.9	.	-1.1%	1.1%
CCC1CCCCN1CCCNC(=O)Cn1c2ccccc2c2nc(=O)cc(C)n21 (stereo not drawn)
→ .	.	.	.	0.6%	i	22.0	.	-0.1%	-0.8%
CCc1nn(CC(=O)NCCCN2CCc3ccccc3C2)c(=O)c2cc3sccc3n12
→ -5.6%	24.6%	14.6%	1.1	3.3%	i	44.5	22.4%	-0.7%	1.0%
O=C(CC(c1ccccc1)c1ccccc1)OCn1nnc2ccccc2c1=O
→ 5.1%	1.0%	1.8%	1	0.3%	i	33.6	-2.7%	0.4%	1.1%
COC(=O)CNC(=O)c1cccc(F)c1
→ 3.2%	-0.9%	2.2%	1	-0.1%	i	53.9	-4.0%	0.1%	0.1%
CC1Cc2nc(SCC(=O)Nc3ccccc3F)n(C)c(=O)c2S1 (stereo not drawn)
→ 11.3%	1.3%	2.0%	1.1	0.6%	i	36.6	4.2%	-0.3%	3.6%

Part of the list above, with each value named.
Structure: COc1ccc(Cl)cc1NC(=S)N1CCN(c2ccccn2)CC1
- P. falciparum M17LAP: 4.7%
- PMI inhibitors: 5.8%
- P. falciparum M1AAP: 16.9%
- TNAP activation fold: 1.1
- K1F lysis inhibition: -0.1%
- T cell HTS: i
- T cell HTS vesicle-bound %: 57.3
- PMI inhibition: 9.7%
- West Nile antiviral: 0.2%
- RSV antiviral HEp-2: -0.8%
Structure: CN1C(=O)/C(=C\c2ccco2)N=C1c1ccc(Cl)cc1Cl
- P. falciparum M17LAP: 3.0%
- PMI inhibitors: .
- P. falciparum M1AAP: 8.0%
- TNAP activation fold: .
- K1F lysis inhibition: 0.6%
- T cell HTS: i
- T cell HTS vesicle-bound %: 21.8
- PMI inhibition: .
- West Nile antiviral: 0.3%
- RSV antiviral HEp-2: -1.8%
Structure: O=C(CSc1ccccc1)N1CCCC(N2CCN(c3ccc(F)cc3)CC2)C1 (stereo not drawn)
- P. falciparum M17LAP: .
- PMI inhibitors: .
- P. falciparum M1AAP: .
- TNAP activation fold: .
- K1F lysis inhibition: 1.7%
- T cell HTS: i
- T cell HTS vesicle-bound %: 38.2
- PMI inhibition: .
- West Nile antiviral: -0.7%
- RSV antiviral HEp-2: 14.5%
Structure: Cc1cccc(NCc2nnc(-c3ccccc3)o2)c1C
- P. falciparum M17LAP: 9.0%
- PMI inhibitors: -3.4%
- P. falciparum M1AAP: 0.5%
- TNAP activation fold: 1.2
- K1F lysis inhibition: 0.4%
- T cell HTS: i
- T cell HTS vesicle-bound %: 18.2
- PMI inhibition: -8.4%
- West Nile antiviral: -0.5%
- RSV antiviral HEp-2: 6.2%
